NTMT1 inh – Primary qHTS for Inhibitors of N-terminal methyltransferase 1 (NTMT1): MTaseGlo Assay; N-terminal Xaa-Pro-Lys N-methyltransferase 1 (Homo sapiens), Q9BV86; NTMT1 MTase-Glo SAH luminescence, purified enzyme; Potency, µM (doses to about 114 µM), inactives show at the highest dose activity change, negative = inhibition, usual class: inhibitors; 59,000 compounds, 2.5% hits; AID 1645870, 2021;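 also: plate controls were DMSO vehicle for no effect and no enzyme for full effect; nearly all actives have a fitted effect of over 65% in size; many of its hits are not listed in these tables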
Target sequence (Q9BV86 whole entry, looked up): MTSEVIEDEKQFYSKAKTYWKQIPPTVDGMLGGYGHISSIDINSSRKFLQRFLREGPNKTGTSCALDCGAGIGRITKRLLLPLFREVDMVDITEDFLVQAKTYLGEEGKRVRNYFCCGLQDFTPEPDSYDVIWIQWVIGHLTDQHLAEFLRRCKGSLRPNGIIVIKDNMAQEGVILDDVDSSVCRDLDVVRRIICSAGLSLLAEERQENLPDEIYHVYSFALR
FH mod – Identification of activators of human fumarate hydratase by quantitative high-throughput screening. Potency, µM (highest dose often 79.9 µM), for the others: at the highest dose activity change, negative = inhibition, hits mostly inhibitors. Fumarate hydratase, mitochondrial (Homo sapiens), P07954. FH coupled MDH/diaphorase resazurin fluorescence, 15 min. AID 1347055, 2019. 54,000 compounds, 0.22% hits; also: the screen sought activators but most active calls are inhibition curves; nearly all actives have a fitted effect of over 45% in size
Target sequence (P07954 whole entry, looked up): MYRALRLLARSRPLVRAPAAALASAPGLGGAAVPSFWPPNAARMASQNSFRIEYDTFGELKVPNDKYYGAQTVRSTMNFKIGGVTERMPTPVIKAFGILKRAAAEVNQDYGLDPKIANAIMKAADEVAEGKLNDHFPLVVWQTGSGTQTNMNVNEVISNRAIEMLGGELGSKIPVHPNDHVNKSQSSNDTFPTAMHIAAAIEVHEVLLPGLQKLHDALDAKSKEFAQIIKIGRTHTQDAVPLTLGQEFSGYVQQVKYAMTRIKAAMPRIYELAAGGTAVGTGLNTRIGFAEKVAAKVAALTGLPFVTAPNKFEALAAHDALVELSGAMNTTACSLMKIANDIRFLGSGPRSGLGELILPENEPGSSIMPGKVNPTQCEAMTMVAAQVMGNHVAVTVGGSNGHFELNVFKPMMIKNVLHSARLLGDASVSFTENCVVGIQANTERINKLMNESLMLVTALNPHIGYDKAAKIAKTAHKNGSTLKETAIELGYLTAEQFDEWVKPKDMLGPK
* = called active by the depositor; ? = inconclusive; & = joins results of further samples; [ ] = another dose, or the depositor's remark. Calls follow the shape of the dose curve; as a rule, active = well fitted curve in the direction sought with a large enough effect; inconclusive = small, poorly fitted or top-dose-only effect, or another doubt; inactive = no such curve, though single readings can be large; an effect the other way counts as inactive or inconclusive. Unless noted, % is scaled to controls: 0 for no effect and ±100 for the full control effect; potency is read from the fitted curve at half-maximal effect. A portion of the library; rates above refer to the full screens.

SMILES | NTMT1 inh | FH mod
C[C@@H]1O[C@@H](O[C@H]2[C@H](OC(=O)[C@]34CCC(C)(C)C[C@H]3C3=CCC5[C@@]6(C)C[C@H](O)[C@H](O[C@@H]7O[C@H](CO)[C@@H](O[C@H]8OC[C@](O)(CO)[C@H]8O)[C@H](O)[C@H]7O)[C@@](C)(CO)C6[C@H](O)C[C@@]5(C)[C@]3(C)C[C@H]4O)OC[C@H](O)[C@@H]2O)[C@H](O)[C@H](O)[C@H]1O[C@@H]1OC[C@@H](O)[C@H](O[C@@H]2OC[C@](O)(CO)[C@H]2O)[C@H]1O (some centres not stated) | -8%[6.45 µM] | 9%[13.5 µM]
NS(=O)(=O)Cc1noc2ccccc12 | 17%[57.5 µM] | -1%[53.3 µM]
CN(C)CC/C=C1\c2ccccc2COc2ccccc21 | ? | -23%&3%[53.3 µM]
CC(=O)N[C@@H](CC(=O)O)C(=O)N[C@@H](CCC(=O)O)C(=O)N[C@H](C(=O)N[C@@H](CC(=O)O)C(=O)Nc1ccc2c(C)cc(=O)oc2c1)C(C)C | 7%[57.5 µM] | 20µM*
CC(=O)NC[C@H]1CN(c2ccc(N3CCSCC3)c(F)c2)C(=O)O1 | 0%[57.5 µM] | -10%
CCN(CC)CCCC(C)Nc1ccnc2cc(Cl)ccc12 (configuration not stated) | -7%[12.6 µM] | 3%[13.5 µM]
C=C1C2CCC3CC2(CC(O)C2(O)C1CC(OC1OC(CO)C(O)C(O)C1O)C2(C)C)CC3(C)O (configuration not stated) | -2%[29.8 µM] | -1%[53.3 µM]
COc1ccc2c(c1)c(CC(=O)O)c(C)n2C(=O)c1ccc(Cl)cc1 | ? | -27%&0%&-2%[53.3 µM]
CC(C(=O)O)c1ccc(C(=O)c2ccccc2)s1 (configuration not stated) | -12%[57.5 µM] | -8%[53.3 µM]
Oc1cccc(C2NC(=S)Nc3cccc(F)c32)c1 (configuration not stated) | -4%[57.5 µM] | 1%
C[C@H]1CC[C@@]2(OC1)O[C@H]1CC3C4CC[C@H]5C[C@@H](O)[C@H](O)C[C@]5(C)C4=CC(=O)[C@]3(C)[C@H]1[C@@H]2C (some centres not stated) | 15%[29.8 µM] | -3%[53.3 µM]
CC(C)Nc1cccnc1N1CCN(C(=O)c2cc3cc(NS(C)(=O)=O)ccc3[nH]2)CC1 | ? | -6%[53.3 µM]
COc1cc(/C=C(\C#N)C(=O)Nc2nnc(C(F)(F)F)s2)ccc1OCc1ccc(C(F)(F)F)cc1C(F)(F)F | ? | ?
C/C=C(/C)C(=O)O[C@H]1C=C(CO)C(=O)[C@H](OC(=O)/C(C)=C/CO)[C@H]1C(C)C | -4%[29.8 µM] | 5%[53.3 µM]
CN1CCC[C@@H]1CCO[C@](C)(c1ccccc1)c1ccc(Cl)cc1 | -8%[57.5 µM] | -2%[53.3 µM]
CC(C)(C)c1cc(C=O)cc(C(C)(C)C)c1O | -6%[57.5 µM] | -9%[53.3 µM]
C[C@H]1[C@H](O)O[C@@H]2O[C@@]3(C)CC[C@@H]4[C@H](C)CC[C@@H]1[C@@]24OO3 | 16%[57.5 µM] | 12%[53.3 µM]
Cc1noc(=O)c2ccc(NC(=O)C(O)(CC(C)(C)c3cccc4c3OCC4)C(F)(F)F)cc12 (configuration not stated) | -10%[57.5 µM] | -14%
Cc1cccc(Nc2ccncc2S(=O)(=O)NC(=O)NC(C)C)c1 | 21%&7%[57.5 µM] | 5%&4%[53.3 µM]
COc1ccc(Nc2nccc(NCCO)n2)cc1 | 5% | 11%[53.3 µM]

Molecules shown so far containing a halogen (seven):
SMILES | NTMT1 inh | FH mod
CC(=O)NC[C@H]1CN(c2ccc(N3CCSCC3)c(F)c2)C(=O)O1 | 0%[57.5 µM] | -10%
CCN(CC)CCCC(C)Nc1ccnc2cc(Cl)ccc12 (configuration not stated) | -7%[12.6 µM] | 3%[13.5 µM]
COc1ccc2c(c1)c(CC(=O)O)c(C)n2C(=O)c1ccc(Cl)cc1 | ? | -27%&0%&-2%[53.3 µM]
Oc1cccc(C2NC(=S)Nc3cccc(F)c32)c1 (configuration not stated) | -4%[57.5 µM] | 1%
COc1cc(/C=C(\C#N)C(=O)Nc2nnc(C(F)(F)F)s2)ccc1OCc1ccc(C(F)(F)F)cc1C(F)(F)F | ? | ?
CN1CCC[C@@H]1CCO[C@](C)(c1ccccc1)c1ccc(Cl)cc1 | -8%[57.5 µM] | -2%[53.3 µM]
Cc1noc(=O)c2ccc(NC(=O)C(O)(CC(C)(C)c3cccc4c3OCC4)C(F)(F)F)cc12 (configuration not stated) | -10%[57.5 µM] | -14%

(next part)
SMILES | NTMT1 inh | FH mod
Nc1nc(NC2CC2)cc(-c2cccc(Cl)c2Cl)n1 | -14%[57.5 µM] | 0%
CC1(C)CC[C@]2(C(=O)OC3OC(CO)C(O)C(O)C3O)CC[C@]3(C)C(=CCC4[C@@]5(C)C[C@@H](O)[C@H](OC6OC(C(=O)O)C(O)C(O)C6O)C(C)(C)C5CC[C@]43C)[C@@H]2C1 (some centres not stated) | 21%[12.6 µM] | 2%[20.6 µM]
N[C@@H](CCNCc1ccc(Cl)cc1)C(=O)N1CCCCC1 | -1%[57.5 µM] | 11%
CN1CCN(c2c(F)cc3c(=O)c(C(=O)O)cn(CCF)c3c2F)CC1 | -9%&12%[57.5 µM] | 5%&2%[53.3 µM]
Nc1n[nH]c(N)c1N=Nc1ccc(O)cc1 | 4% | -15%
CC(C)OC(=O)N1CCC(Oc2ncnc3c2cnn3-c2ccc(S(C)(=O)=O)cc2F)CC1 | 8%[57.5 µM] | 0%
C=CC(C)(C)c1[nH]c2ccccc2c1C[C@@H]1NC(=O)[C@H](C)NC1=O | 2%[29.8 µM] | -5%[53.3 µM]
CO[C@H]1[C@@H](O)[C@H](O[C@H]2CC[C@@]3(C)C(CCC4C3CC[C@]35COC6(COC(=O)C6)C3CCC45O)C2)O[C@@H](C)[C@@H]1OC1OC(CO)C(OC2OC(CO)C(O)C(O)C2O)C(O)C1O (some centres not stated) | 6%[12.6 µM] | 1%[20.6 µM]
CC(CCO)CCC1C2(C)CCCC(C)(C)C2CC[C@@]1(C)O (some centres not stated) | 9%[29.8 µM] | -20%[53.3 µM]
CC1(C)CC(O)CC(C)(C)N1[O] | -2%[57.5 µM] | 19%[53.3 µM]
Cc1ccc(NC(=O)c2cccc(N(C)C)c2)cc1NC(=O)c1ccc(O)cc1 | 4% | 1%[53.3 µM]
C=C(C)C(=O)O[C@H]1[C@H]2C(=C)C(=O)O[C@@H]2C[C@@H](C)[C@@H]2O[C@@H]2C(=O)[C@](C)(O)[C@@H]1OC(=O)C(=C)C | 8%[29.8 µM] | 7%[53.3 µM]
COc1cc(O)ccc1OCCNCC(O)COc1cccc2[nH]c3ccccc3c12 (configuration not stated) | -1%[57.5 µM] | -24%
CN1CCCC(CC2c3ccccc3Sc3ccccc32)C1 (configuration not stated) | -15%[57.5 µM] | 5%[53.3 µM]
COc1c(/C=C/C(C)(C)O)ccc2c1C(=O)OCc1cc(C)cc(O)c1O2 | -2%[29.8 µM] | 0%[53.3 µM]
CCCCNc1ccc(-c2ccc(CN3CCOCC3)cn2)c(NC2CCC(O)CC2)c1 (configuration not stated) | 2%[29.8 µM] | 11%[53.3 µM]
COc1ccccc1Oc1c(NS(=O)(=O)c2ccc(C)cn2)nc(-c2ccncc2)nc1OC | 2%[57.5 µM] | 0%
COc1cc(F)ccc1-c1ncnc(Nc2cccc(CS(C)(=N)=O)c2)n1 (configuration not stated) | -10% | 15%
C/C(=C1/C(=O)Nc2ccc(NC(N)=O)cc21)c1ccc[nH]1 | -29% | 27%
CCC1OC(=O)C(C)CC(C)C(=O)/C(C)=C/C(C)C(=O)/C=C/C1(C)O (configuration not stated) | 10%[29.8 µM] | 5%[53.3 µM]
O=C1NCCc2[nH]c(-c3ccncc3)cc21 | ? | 1%[53.3 µM]
CC(=O)OC1C=C(C(=O)O)C2(CO)CCC(C)C(C)(CCc3ccoc3)C2C1 (configuration not stated) | 10%[29.8 µM] | -1%[53.3 µM]
BrC1C(Br)C(Br)C(Br)C(Br)C1Br (configuration not stated) | -6% | 2%
CC(=O)O[C@@H]1c2c3c(cc(O)c2C(=O)O[C@@H]1C)O[C@@]1(C)[C@@H](O)C[C@H]2C(C)(C)C(=O)C=C[C@]2(C)[C@@H]1C3 | ? | -7%[53.3 µM]
COc1cc(/C=C/C(=O)O[C@H]2[C@H](OC(=O)/C=C/c3cc(OC)c(O)c(OC)c3)O[C@H](CO[C@@H]3O[C@H](CO)[C@@H](O)[C@H](O)[C@H]3O)[C@@H](O)[C@@H]2O)ccc1O | 3%[12.6 µM] | 5%[20.6 µM]
NCC(CNc1nc(Nc2cccc(NC(=O)N3CCCC3)c2)ncc1I)C(=O)c1cccs1 (configuration not stated) | ? | 0%
CC1=C(C)C(=O)OC(C(C)(O)C2CCC3C4CC=C5CC(OC6OC(COC7OC(CO)C(O)C(O)C7O)C(O)C(O)C6O)CC(O)C5(C)C4CCC32C)C1 (configuration not stated) | 10%[12.6 µM] | 10%[20.6 µM]
C1Cc2[nH]nc(-c3nn[nH]n3)c2C1 | ? | 16%
CCCOc1ccc(-c2nc(OC)c3ccccc3n2)cc1 | 2%[57.5 µM] | -4%
CCCCC/C=C\C/C=C\CCCCCCCC(=O)NC(C)c1ccccc1 (configuration not stated) | 19%[57.5 µM] | -7%[53.3 µM]
COc1ccc2cc(C(C)C(=O)Oc3ccc(C(N)=S)cc3)ccc2c1 (configuration not stated) | 2%[57.5 µM] | -7%
CS(=O)(=O)c1ccc([C@@H](O)[C@@H](CF)NC(=O)C(Cl)Cl)cc1 | -2%&14%[57.5 µM] | 3%
O=C([C@@H](Cc1cccc(C(F)(F)F)c1)NS(=O)(=O)c1cc(F)c2c(c1)CCNC2)N1CCCC1 | -1%[57.5 µM] | 2%
CC(=O)O[C@H]1C[C@H](OC(C)=O)[C@]2(C)[C@H](CC[C@@]34O[C@@H]3C3=C(C)C(=O)O[C@@H]3C[C@H]42)C1(C)C | 6%[29.8 µM] | 0%[53.3 µM]
C=C[C@](C)(CC/C=C(\C)C(=O)O)O[C@@H]1OC[C@H](O)[C@H](O)[C@H]1O | ? | -3%[53.3 µM]
CC1(C)CC2C3=CCC4[C@@]5(C)CC[C@H](OC6OCC(O)C(OC7OC(CO)C(O)C(O)C7O)C6O)C(C)(C)C5CC[C@@]4(C)[C@]3(C)C[C@H](O)[C@@]2(CO)[C@H](OC(=O)c2ccccc2)C1 (some centres not stated) | -1%[12.6 µM] | 0%[20.6 µM]
C=C1CC[C@@H]2[C@](C)(CO)[C@H](O)CC[C@@]2(C)[C@@H]1/C=C/C1=CCOC1=O | 5%[29.8 µM] | 9%[53.3 µM]
O=C(Nc1ccccc1)N1CCN(Cc2ccc3ccccc3n2)CC1 | 5%[57.5 µM] | 1%
CN(C)CCC=C1c2ccccc2CCc2ccccc21 | -6%[57.5 µM] | -14%&-4%[53.3 µM]
Brc1c(NC2=NCCN2)ccc2nccnc12 | -2% | -28%&-17%[53.3 µM]
COc1cccc2c1C(=O)c1c(O)c3c(c(O)c1C2=O)C[C@@](O)(C(=O)CO)C[C@@H]3O[C@H]1C[C@H](N)[C@H](OC2CCCCO2)[C@H](C)O1 (some centres not stated) | ? | 0%[53.3 µM]
CC[C@@H]([C@H](C)O)n1ncn(-c2ccc(N3CCN(c4ccc(OC[C@@H]5CO[C@@](Cn6cncn6)(c6ccc(F)cc6F)C5)cc4)CC3)cc2)c1=O | -9%[57.5 µM] | -2%[53.3 µM]
CCCCCCOC(=O)N=C(N)c1ccc(NCc2nc3cc(C(=O)N(CCC(=O)OCC)c4ccccn4)ccc3n2C)cc1 | -28%[57.5 µM] | -7%[53.3 µM]
Clc1ccc(Nc2nc3ccccc3c3nc(C4CCCCC4)[nH]c23)cc1Cl | 3%[57.5 µM] | -7%
CC1(C)O[C@@]2(C)CC[C@@H]1C[C@@H]2OC1OC(CO)C(O)C(O)C1O (some centres not stated) | -4%[29.8 µM] | 1%[53.3 µM]
Cc1onc(-c2c(Cl)cccc2Cl)c1C(=O)Cl | 12%[57.5 µM] | -2%[53.3 µM]
O=C(O)CCn1c2c(c3ccccc31)C[C@H](NS(=O)(=O)c1ccc(F)cc1)CC2 | 2%&-18%&-12%[57.5 µM] | 19%
CC(C)(C)COc1ccc(-n2cc(C(=O)O)cn2)cc1C#N | ? | -7%[53.3 µM]
CC(=O)O[C@@H]1[C@@H](O)[C@H](O[C@H]2CC[C@]34C[C@]35CC[C@]3(C)[C@@H]([C@@]6(C)CC[C@@H](C(C)(C)O)O6)[C@@H](O)C[C@@]3(C)[C@@H]5C[C@H](O[C@@H]3O[C@H](CO)[C@@H](O)[C@H](O)[C@H]3O)[C@H]4C2(C)C)OC[C@H]1O | -5%[57.5 µM] | ?
COc1ccc2c(c1)c(CC(=O)OC/C=C(\C)CC/C=C(\C)CCC=C(C)C)c(C)n2C(=O)c1ccc(Cl)cc1 | -2%[57.5 µM] | -13%[53.3 µM]
COc1ccc2c3ccnc4ccc(=O)n(c2c1)c43 | 4%[57.5 µM] | -3%
C=C1CC[C@H](O)CC1=C/C=C1\CCC[C@]2(C)[C@@H]([C@H](C)/C=C/[C@H](C)C(C)C)CC[C@@H]12 | -4%[57.5 µM] | -30%
C=C1CCC2C(C)(C)CC(=O)CC2(C)C1CCC(C)CCO (configuration not stated) | 10%[57.5 µM] | ?
